DAX1 inh-1: DAX1 (NR0B1) inhibition, primary screen; HEK293T StAR-luciferase reporter, SF-1/DAX-1 repression relief; inhibition, % at 6.8 µM; 370,000 tested, 1.1% active; AID 652010;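 active means inhibition above the mean over all tested compounds plus 3 SD, cut at about 3.6% in these data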;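 further: 0% = DAX-1 cells with DMSO and 100% = cells lacking DAX-1 with DMSO; higher inhibition means more luminescence from relief of DAX-1 repression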
HGIII-sPLA2 inh: Blocks human group III sPLA2 activity. QFRET BODIPY PC-A2 liposome hydrolysis, fluorescence. AID 743126. inhibition, % at 12.2 µM. 370,000 tested, 0.56% active;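 active means inhibition above mean plus 3 SD of compounds lying within the high and low control bounds, cut at about 19% in these data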;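 further: 0% = median of test compound wells and 100% = no enzyme DMSO wells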
Target sequence (Q9NZ20 whole entry, looked up): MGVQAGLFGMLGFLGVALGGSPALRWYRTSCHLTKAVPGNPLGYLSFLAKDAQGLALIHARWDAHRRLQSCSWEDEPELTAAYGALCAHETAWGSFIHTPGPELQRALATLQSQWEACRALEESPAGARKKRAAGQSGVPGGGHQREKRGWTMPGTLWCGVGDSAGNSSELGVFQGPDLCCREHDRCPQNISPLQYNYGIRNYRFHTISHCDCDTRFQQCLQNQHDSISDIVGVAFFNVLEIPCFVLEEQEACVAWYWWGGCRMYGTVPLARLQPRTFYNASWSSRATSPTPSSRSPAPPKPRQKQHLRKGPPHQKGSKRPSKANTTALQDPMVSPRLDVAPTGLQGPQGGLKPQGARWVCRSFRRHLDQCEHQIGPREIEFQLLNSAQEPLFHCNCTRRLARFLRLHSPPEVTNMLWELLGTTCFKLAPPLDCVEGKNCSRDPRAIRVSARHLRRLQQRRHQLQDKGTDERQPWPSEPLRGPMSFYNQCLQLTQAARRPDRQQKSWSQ
DAX1 inh-2: NR0B1 (DAX1) inhibition. inhibition, % at 6.75 µM. AID 504766. HEK293 Gal4-DAX1 luciferase reporter, luminescence. 340,000 tested, 0.99% active;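 active means inhibition above the mean over all tested compounds plus 3 SD, cut at about 4.2% in these data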;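 further: 0% = DAX1-transfected cells with DMSO and 100% = empty-vector control cells with DMSO; inhibition shows as a rise in luminescence from relieved DAX1 repression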
Target sequence (P51843 207-470 limits assumed): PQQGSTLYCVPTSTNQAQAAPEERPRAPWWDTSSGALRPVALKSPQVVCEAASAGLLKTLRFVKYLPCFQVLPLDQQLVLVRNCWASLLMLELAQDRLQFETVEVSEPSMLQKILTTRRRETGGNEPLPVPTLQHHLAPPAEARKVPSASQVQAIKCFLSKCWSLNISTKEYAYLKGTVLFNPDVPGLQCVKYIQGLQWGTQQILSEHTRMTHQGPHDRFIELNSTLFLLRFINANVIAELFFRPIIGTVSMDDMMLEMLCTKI
NPR1 activator: GC-A (human) enzyme activation; activation, % at 10 µM; P16066; 370,000 tested, 0.14% active; HEK293 GC-A cells, cGMP TR-FRET, EC30 ANP; 0% at EC30 ANP, 100% saturating ANP; in the data active means activation above about 40%
ssDAF-12 act: S. stercoralis DAF-12 activation, primary screen | HEK293 ssDAF-12/GRIP1 lit1-tk-luc reporter, luminescence; % of 3 µM dafachronic acid response | activation, % at 6.8 µM | 370,000 tested, 1% active;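 active means activation above the mean over all tested compounds plus 3 SD, cut at about 0.9% in these data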;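 further: 0% = DMSO-only wells and 100% = 3 µM delta7-dafachronic acid wells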
hgDAF12 agonist: agonists of H. glycines DAF-12 nuclear receptor; HEK293 GAL4-hgDAF12 UAS-luciferase reporter, agonist luminescence; normalized to butyrate control; activation, % at 6.8 µM; 370,000 tested, 1.8% active;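 active means activation above a cutoff set at the mean of all screened compounds plus 3 SD, cut at about 10% in these data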;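 further: 0% = DMSO wells and 100% = sodium butyrate wells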
NPR2 activator: GC-B (human) receptor activation. HEK293-GC-B cells, CNP EC30, cGMP TR-FRET; 0% at EC30 CNP, 100% saturating CNP. activation, % at 10 µM. 370,000 tested, 0.11% active;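 active means activation at 10 µM reaching about 35% in either raw or pattern-adjusted values, limit read from the data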
hcDAF12 agonist: activates DAF-12 receptor from parasite H. contortus. AID 652067. HEK293 hcDAF-12 lit1-tk-luc reporter, luminescence; 0% DMSO, 100% Δ7-dafachronic acid. 370,000 tested, 1.4% active. activation, % at 6.8 µM;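 active means activation above the mean of all tested compounds plus 3 SD, cut at about 5.5% in these data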;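 further: 100% = response to 3 µM Δ7-dafachronic acid high control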
SMARCA2 act: increases SMARCA2 function in MMTV reporter cells; MG213 cells, MMTV-luciferase reporter, dexamethasone, overnight; activation, % at 9.1 µM; 370,000 tested, 1% active; AID 652017; in the data active means activation above about 7.8%;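 further: 0% = vehicle wells and 100% = reference activator wells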
FXN GAA850 act: activators of GAA850 frataxin (FXN) promoter; activation, % at 6 µM; HEK293 lucGAA850 FXN promoter luciferase reporter, 24 h; percent of 10 µM SAHA response; 360,000 tested, 0.56% active;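 active means activation above the average of all compounds screened plus 3 SD, cutoff fixed separately per campaign, cut at about 7.5% in these data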;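 further: 0% = DMSO wells and 100% = 10 µM SAHA wells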
ADAM10 inh: inhibitors of human ADAM10; inhibition, % at 7 µM; recombinant ADAM10, EDANS/DABCYL FRET peptide cleavage, 3 h; 370,000 tested, 0.62% active; AID 720582; O14672;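 active means inhibition above a per-campaign cutoff equal to the mean of compounds falling between control-based bounds plus 3 SD, cut at about 20% in these data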;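 further: 0% = DMSO wells while the 100% control is not disclosed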
Starred values were filed as active, the others as inactive; / = no result given. Compounds as they come; about 6.6% have a hit in one of these screens.

SMILES | DAX1 inh-1 | HGIII-sPLA2 inh | DAX1 inh-2 | NPR1 activator | ssDAF-12 act | hgDAF12 agonist | NPR2 activator | hcDAF12 agonist | SMARCA2 act | FXN GAA850 act | ADAM10 inh
CCO[C@@H]1OC(C(=O)O)=C[C@H](c2cn(C(C)=O)c3ccccc23)[C@H]1CCCO | 0.3 | 8 | 1.1 | 1 | -1.1 | 0.0 | 6 | 0.4 | 1 | 1.0 | 1
COc1ccc(CCNC(=O)c2cccc(NC(=O)CC3SC(N4CCCCC4)=NC3=O)c2)cc1OC (centres undefined) | -0.9 | -10 | -0.6 | 3 | -1.1 | -0.5 | 3 | -0.6 | -1 | 0.4 | -3
O=C(C1CCN(c2ncnc3c2sc2cccc(F)c23)CC1)N1CCN(C(=O)C2CCCO2)CC1 (centres undefined) | -1.2 | 0 | / | 6 | -0.2 | 2.3 | -9 | -0.7 | -6 | / | -94
COc1ccccc1-n1c(CNC(=O)c2ccc(S(=O)(=O)N3CCCCC3)cc2)n[nH]c1=S | -1.0 | 12 | 0.2 | -4 | -1.0 | 0.6 | -6 | 0.1 | -2 | 1.0 | 0
COc1ccc(OCCN2CCOCC2)cc1 | 0.6 | 7 | -0.2 | 1 | -0.2 | -0.1 | -3 | -0.6 | 0 | 2.0 | 10
CC(C)(C)OC(=O)N1CCC(c2c(C(=O)O)cnn2-c2ccccc2)CC1 | 0.3 | -2 | 1.1 | 2 | -1.4 | 2.0 | 2 | -1.4 | -2 | 0.3 | -4
O=C(NCc1ccc2[nH]c3c(c2c1)CCCC3)c1ccc(S(=O)(=O)N2CCOCC2)cc1 | -2.3 | -26 | -0.7 | 8 | -1.4 | 1.7 | 0 | -0.6 | -4 | -1.9 | -12
COc1ccccc1CNC(=S)Nc1ccc(F)cc1 | -0.5 | 12 | -1.0 | 4 | -1.6 | -1.8 | 3 | 1.2 | -1 | 0.2 | 4
CCN1CCN(CCNC(=O)c2cn(C(C)c3ccccc3F)nn2)CC1 (centres undefined) | 0.0 | 2 | -0.2 | 0 | -0.9 | 0.1 | 5 | -1.4 | -1 | -1.5 | 2
CC(=O)C1C(=O)c2c(cccc2[N+](=O)[O-])C1=Nc1ccccc1C (centres undefined) | 0.1 | 4 | / | 3 | -0.7 | -0.4 | -6 | 0.6 | 0 | / | -3
O=C(N1CCc2ccccc2C1)n1cc(C(O)(c2ccccc2)c2ccccc2)nn1 | / | -12 | / | -6 | -2.3 | -9.9 | -6 | -4.6 | / | / | 9
CS(=O)(=O)N(CC(=O)NCCSC1CCCCC1)c1ccccc1 | 0.3 | -3 | -1.5 | 1 | -0.9 | -2.4 | 2 | 0.5 | 1 | 0.4 | -6
Cc1ccc(CNC(=O)c2ccc(NS(=O)(=O)c3c(C)noc3C)cc2)cc1 | -0.1 | -17 | -0.1 | 3 | -1.5 | -0.5 | 5 | 0.0 | 0 | 1.3 | 2
CCCCC1CCC(c2ccc(C(N)=O)cc2)CC1 (centres undefined) | -0.5 | 5 | 0.7 | 0 | -0.9 | -0.8 | 6 | 0.4 | -1 | 2.5 | 1
Cn1c(SCC(=O)NC2(C#N)CCCCC2)nnc1-c1cccnc1 | 0.5 | 4 | 0.3 | 1 | -0.9 | 3.1 | 1 | 1.2 | -3 | 0.6 | 0
COc1ccc(NC(=O)C2COc3ccccc3O2)cc1 (centres undefined) | 1.3 | -2 | 5.3* | 0 | 0.2 | 9.2 | 7 | 1.9 | 5 | 4.6 | -1
Cc1ccnc(NC(=O)c2cccs2)c1 | 1.4 | 5 | 1.2 | -1 | 0.1 | 7.8 | 2 | 2.2 | 4 | 3.7 | -7
Cc1cc(C)nc(Sc2c(C)nn(-c3ccccc3)c2C)n1 | -0.7 | 8 | -0.1 | -1 | -0.9 | -1.0 | 5 | -0.5 | -1 | -1.1 | 11
Cc1ccc(C(=O)c2oc3nc(C)cc(C)c3c2N)cc1 | -0.3 | 0 | -0.2 | -5 | -1.6 | -0.2 | -6 | -0.6 | 0 | 2.0 | -8
COc1ccc2c3n([n+]([O-])c2c1)CCN=C3c1cc(Cl)c(N)c(Cl)c1 | -0.6 | 4 | -0.7 | -1 | -0.6 | 0.9 | 1 | 1.0 | 1 | 2.4 | -2
O=C(Nc1c2c(nn1-c1ccccc1)CS(=O)(=O)C2)c1cccs1 | -0.6 | -4 | 0.1 | 1 | -1.3 | 2.0 | -2 | -0.1 | -4 | 1.4 | -3
CCOC(=O)C1CCN(Cc2cccc(OCc3ccccc3)c2)CC1 | 0.2 | -10 | -0.3 | 0 | -1.1 | 1.9 | -4 | -0.8 | 0 | 0.9 | -1
Cc1nn(C)cc1N1C(=O)c2cccc3c(N)ccc(c23)C1=O | 0.6 | -412 | / | 2 | -0.7 | -1.9 | -4 | -1.3 | 3 | 2.2 | 4
Cc1ccc(S(=O)(=O)N2CCCC2C(=O)NCc2ccc3c(c2)OCO3)cc1 (centres undefined) | 0.1 | -1 | 0.2 | -2 | -1.7 | -2.1 | 1 | -0.8 | -4 | -0.5 | -5
Cc1ccccc1-n1nc2c(c1NC(=O)COc1ccc(Cl)cc1)CS(=O)C2 (centres undefined) | -0.3 | -7 | -0.5 | 1 | -0.6 | -1.2 | 1 | 0.6 | -2 | 0.7 | 5
(next part)
SMILES | DAX1 inh-1 | HGIII-sPLA2 inh | DAX1 inh-2 | NPR1 activator | ssDAF-12 act | hgDAF12 agonist | NPR2 activator | hcDAF12 agonist | SMARCA2 act | FXN GAA850 act | ADAM10 inh
Brc1ccc(-c2nnc3n2C2(CCCC2)Cc2ccccc2-3)o1 | -1.3 | -2 | -1.5 | -6 | -1.5 | -0.8 | -1 | -2.4 | -4 | 0.8 | 0
CCOC(=O)C1CN(S(=O)(=O)c2ccc(C)cc2)c2cc(S(=O)(=O)CC)ccc2O1 (centres undefined) | -0.9 | 8 | 0.0 | 6 | -1.2 | -2.7 | -2 | -0.9 | -3 | -0.4 | -2
CC(=O)c1c(C)[nH]c(C(=O)CN2C(=O)NC(C)(c3ccc4c(c3)OCCO4)C2=O)c1C (centres undefined) | 0.2 | -2 | 1.7 | 0 | -0.9 | 0.4 | -4 | 0.3 | 1 | -1.5 | -1
O=C(CCNc1n[nH]c(=O)[nH]c1=O)N/N=C\c1ccc(Br)cc1 | 0.8 | 3 | 1.6 | -4 | -1.2 | -0.1 | 3 | -1.3 | -1 | 2.5 | -3
CCCC(=O)Nc1cc2c3c(c1)C(C)C(=O)N3CCC2 (centres undefined) | 0.1 | -1 | 0.4 | -2 | -0.9 | -0.8 | 3 | -0.6 | -1 | -0.6 | -2
COc1ccc(NC(=O)NN2CCN(C)CC2)c(OC)c1 | 2.4 | 1 | 0.1 | -2 | -0.5 | -0.8 | 0 | -0.2 | 6 | 2.4 | -15
COCCn1c(=O)[nH]c2cc(C(=O)N3CCN(Cc4ccc5c(c4)OCO5)CC3)ccc2c1=O | 0.2 | 8 | -1.8 | -5 | -1.6 | -3.6 | -7 | -2.5 | -2 | 1.3 | -12
CN(C)S(=O)(=O)N1CCc2ccccc21 | 0.6 | 2 | 0.3 | 0 | 0.2 | 2.7 | 1 | 3.5 | 4 | 0.9 | -3
COc1cccc(C2C3=C(CC(C)(C)CC3=O)OC(N)=C2[N+](=O)[O-])c1 (centres undefined) | 0.9 | 1 | -0.7 | -6 | -0.3 | 0.9 | -1 | -1.7 | -1 | -2.4 | 6
O=C(CN1CCC(C(=O)c2ccc3c(c2)OCCO3)CC1)Nc1ccccc1C(F)(F)F | -0.2 | 2 | -0.2 | 1 | -0.9 | -2.5 | 3 | -2.8 | -4 | -0.9 | 5
CCOC(=O)C1=C(COC(=O)/C=C/c2cccc([N+](=O)[O-])c2)NC(=O)NC1C (centres undefined) | -0.1 | 4 | -0.8 | 1 | -0.3 | -0.6 | 4 | -0.8 | -2 | 2.5 | -1
CCCCOCCCNC(=O)C[C@H]1C[C@@]2(C(=O)OC)C(=C[C@H](C(C)C)O[C@@H]2C2CC2)N(CCc2ccc(OC)c(OC)c2)C1=O | 0.0 | -16 | / | 0 | -1.2 | 3.2 | 3 | -0.1 | -2 | / | -1
Cn1ncc(Cl)c1C(=O)N1CCN(C23CC4CC(CC(C4)C2)C3)CC1 | 2.5 | -6 | -0.3 | 2 | -1.1 | 0.2 | 4 | 1.2 | 0 | 2.1 | -10
CC(C)(C)c1ccc(S(=O)(=O)N2CCC(C(=O)NCCC3=CCCCC3)CC2)cc1 | -1.1 | -7 | / | -4 | -1.9 | 3.4 | -3 | -2.8 | 2 | / | 7
Cc1cccc(NC(=O)Cn2cc(C(=O)C3CC3)c3ccccc32)c1C | -0.5 | -9 | -0.9 | -4 | -1.4 | -2.2 | -8 | -2.2 | -1 | 0.0 | 14
CC(=O)c1ccc(N2CCN(C(=S)Nc3cccc(Cl)c3)CC2)cc1 | -0.2 | 7 | -0.1 | 3 | -1.3 | -2.7 | 4 | -1.6 | -4 | -0.2 | -3
COC(=O)C1CN(C2CC2)CCS(=O)(=O)N1Cc1cn(Cc2ccc(C)cc2)nn1 (centres undefined) | 1.2 | 15 | / | 5 | -1.0 | 1.2 | 1 | 0.2 | -5 | / | -1
O=C(Cc1cccs1)NCc1ccccc1Br | 2.0 | 12 | 1.1 | 2 | -0.6 | 5.5 | 0 | 1.7 | 3 | 1.0 | 2
Cc1ccc(S(=O)(=O)NCc2ccc(C(=O)NCCc3ccc(S(N)(=O)=O)cc3)cc2)cc1 | -0.5 | -21 | -0.7 | 0 | -1.3 | 1.5 | -2 | 0.0 | -3 | -1.8 | -1
O=C(Nc1ccc(Nc2ccccc2)cc1)c1ccc(Cl)cc1 | 0.0 | 1 | 0.4 | 7 | -1.6 | -3.5 | -4 | -1.7 | -4 | 0.6 | 2
CC(Sc1nnc(Cc2cccs2)n1C1CCCCC1)C(=O)N1CCc2ccccc21 (centres undefined) | -0.9 | -14 | -0.6 | -24 | -0.9 | -0.8 | -22 | -0.7 | -1 | -0.5 | 6
COc1ccc(Nc2oc(COc3ccc(Cl)cc3)nc2C#N)cc1 | -2.3 | -9 | -2.5 | 4 | -2.3 | -6.5 | -9 | -5.1 | -1 | -4.9 | 26*
CC(=O)Oc1ccc2oc(=O)c3c(c2c1)CCCN3C(=O)CN1CCOCC1 | -0.9 | 0 | 2.8 | -2 | -0.8 | 0.9 | 1 | 2.0 | 0 | -2.1 | -4
COc1ccc2oc(C(=O)N3CCc4ccccc43)c(C)c2c1 | 11* | 0 | -1.6 | -5 | 0.7 | 7.2 | -1 | 3.9 | 0 | -2.5 | 14
CCOc1ccc(NC(=O)CSc2nc(NS(=O)(=O)c3ccc(C)cc3)cc(=O)[nH]2)cc1 | -0.2 | -4 | -0.1 | -5 | -1.1 | 0.2 | 2 | -3.5 | 1 | 0.0 | -2
COC(=O)c1ccc2nc(-c3ccco3)c(Cc3ccccc3C(F)(F)F)n2c1 | -1.2 | 6 | / | 32 | -1.3 | -4.8 | 27 | -0.7 | -2 | / | -203
O=C(Nc1ccc(CN2CCOCC2)cc1)c1cc2ccccc2o1 | 3.6* | -2 | -0.8 | 0 | -0.5 | 8.1 | 3 | 5.5 | 1 | 4.2 | -1
CCC(C)(C)C(=O)Nc1ncc(S(=O)(=O)c2ccc([N+](=O)[O-])cc2)s1 | -1.8 | -15 | -2.3 | 1 | -1.2 | -4.9 | 6 | -2.0 | -5 | -0.4 | 10

Assay outcomes from PubChem BioAssay.
